High-throughput results from PubChem BioAssay.
IEC-6 cytotox: cytotoxicity in IEC-6 intestinal epithelial cells, primary screen, cytotoxicity control for KLF5 inhibitor project, cell-based, luminescence; IEC-6 cytotoxicity, luminescence viability; inhibition, % at 5 µM; actives 0.78% (n = 290,000); in the data active = inhibition above about 22%;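 note: 0% = plate median of test compound wells and 100% = cytotoxic reference compound wells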
HSF1 inh: HSF1 inhibitors in luciferase reporter cells, primary screen, cell-based, NIH3T3, luminescence; NIH3T3-HGL HSE-luciferase, MG132-induced, luminescence 8 h; hits give low values; activity change, negative = inhibition, % at 7.5 µM (by protocol); actives 0.77% (n = 300,000); AID 2098, 2009;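 active = more than half of replicate wells show activity change below -50%, luminescence cut by over half; inconclusive = some wells, but at most half, below -50%; inactive = no replicate well below -50%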;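 note: luciferase reports HSF-1 transcriptional activity via heat shock element; 0% = median of DMSO wells and -100% = zero luminescence signal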
HSP90 refold inh: HSP90 inhibitors, primary screen, cell lysate, luminescence | Heat shock protein HSP 90 (rabbit reticulocyte lysate; luciferase refolding) | Rabbit reticulocyte lysate, luciferase refolding luminescence, 3 h | inhibition, % at 5.6 µM | actives 0.91% (n = 290,000) | AID 1789, 2009;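 active = inhibition above the screen-wide mean plus 3 SD, computed separately per campaign, cut at about 16% in these data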;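 note: 0% = DMSO wells and 100% = 60 µM geldanamycin wells; inhibitors lower the luminescence because luciferase stays unfolded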
KLF5 inhibitor: KLF5 expression inhibitors, primary screen, DLD-1 cells, luminescence; DLD-1 KLF5 promoter-luciferase reporter; actives 0.23% (n = 290,000); inhibition, % at 5 µM; AID 1700, 2009;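 active = inhibition above a per-plate limit of that plate's mean compound inhibition plus 3 SD, cut at about 60% in these data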;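 note: 0% = DMSO wells and 100% = LY294002 at 200 µM; higher means less KLF5 promoter-driven luciferase light; inactives centre near -14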
GSK3 alpha inh: blockers of GSK3A enzyme activity – biochemical, luminescence, cell-free homogeneous, HTS, primary screen; Glycogen synthase kinase-3 alpha (Homo sapiens), P49840; GSK-3 alpha kinase, ADP-Glo luminescence, 60 min; inhibition, % at 10 µM; actives 0.1% (n = 320,000); AID 2650, 2010;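 in the data active = inhibition above about 50%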;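 note: GST-tagged GSK-3 alpha with peptide substrate and 25 µM ATP; 0% = DMSO neutral wells and 100% = GW8510 positive control wells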
Target sequence (P49840 whole entry, looked up): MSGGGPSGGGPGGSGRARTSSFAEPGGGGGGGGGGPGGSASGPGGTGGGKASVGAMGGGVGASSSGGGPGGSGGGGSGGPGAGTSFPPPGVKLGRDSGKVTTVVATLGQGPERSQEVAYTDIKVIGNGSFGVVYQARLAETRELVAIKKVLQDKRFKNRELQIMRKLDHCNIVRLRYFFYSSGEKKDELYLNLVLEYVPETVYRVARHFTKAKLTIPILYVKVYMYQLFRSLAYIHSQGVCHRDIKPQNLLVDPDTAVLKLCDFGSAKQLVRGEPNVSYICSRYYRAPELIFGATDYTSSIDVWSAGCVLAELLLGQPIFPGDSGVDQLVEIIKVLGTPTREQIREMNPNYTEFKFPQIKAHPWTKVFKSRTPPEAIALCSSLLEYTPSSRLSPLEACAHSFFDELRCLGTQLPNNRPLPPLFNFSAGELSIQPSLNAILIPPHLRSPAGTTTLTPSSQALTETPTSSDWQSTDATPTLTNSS
GSK3beta inhib: human GSK3beta kinase inhibitors, primary screen, biochemical, cell-free homogeneous, HTS. AID 2097, 2009. actives 0.038% (n = 300,000). GST-GSK3beta kinase, ADP-Glo luminescence, 60 min; hits give low values. activity score (negative = inhibition), % at 10 µM;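 active = more than half of replicate wells score below -50%, meaning over 50% inhibition versus plate controls; inconclusive = some replicates but at most half score below -50%; inactive = no replicate scores below -50%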;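 note: 0% = median DMSO wells and -100% = median GW8510 positive control wells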
Target sequence (P49841 whole entry, looked up): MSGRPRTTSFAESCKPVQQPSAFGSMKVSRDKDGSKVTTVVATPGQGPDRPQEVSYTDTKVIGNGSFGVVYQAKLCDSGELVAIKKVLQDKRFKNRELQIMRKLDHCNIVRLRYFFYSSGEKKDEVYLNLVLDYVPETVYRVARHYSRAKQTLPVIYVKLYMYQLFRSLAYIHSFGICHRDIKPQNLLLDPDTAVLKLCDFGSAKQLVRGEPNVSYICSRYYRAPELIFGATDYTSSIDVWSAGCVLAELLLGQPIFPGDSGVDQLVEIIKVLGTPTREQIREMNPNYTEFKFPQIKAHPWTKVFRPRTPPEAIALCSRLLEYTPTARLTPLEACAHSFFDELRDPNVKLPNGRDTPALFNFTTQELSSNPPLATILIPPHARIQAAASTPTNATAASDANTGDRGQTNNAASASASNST
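Assay system: GST-tagged human GSK3beta kinase, cell-free; Input: 1.6 ng GSK3beta; Medium: Tris/MgCl2 kinase buffer; Timing: 60 min enzyme reaction, room temperature; Signal: ADP-Glo luminescence quantifying ADP generated by kinase; Evaluation: score relative to plate controls; Benchmarks: DMSO neutral wells and GW8510 at 20 µM as positive.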
HSF-1 act: HSF-1 activators, primary screen, NIH3T3-HGL cells, MG132 stress, luminescence, single point. activation, % at 9 µM. actives 1.7% (n = 300,000). NIH3T3-HGL HSF-1 luciferase reporter, 8 h; 100% = twice DMSO control signal. AID 504408, 2011;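 active = mean replicate activation of at least 50% with a set share of replicates each reaching 50%; inconclusive = only one of those two conditions met; inactive = mean below 50% and too few replicates reaching it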;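 note: 0% = median of the neutral control wells and 100% = twice that signal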
Dyrk1A ADPGlo: rat Dyrk1A kinase inhibitors, primary screen, biochemical, single point, plate reader. inhibition, % at 12.5 µM. ADP-Glo luminescence, NFATc1 peptide. actives 0.43% (n = 310,000). Dual specificity tyrosine-phosphorylation-regulated kinase 1A (Rattus norvegicus), Q63470. AID 504441, 2011; in the data active = inhibition above about 50%;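 note: plate controls were vehicle with enzyme for no effect and no enzyme for full effect; many of its hits are not listed in these tables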
aSyn UTR inh: MLPCN primary screen, SNCA 5' untranslated region. alpha-synuclein 5'UTR reporter, inhibitor activity. inhibition, % (tested at 7.5 µM). actives 0.82% (n = 300,000); in the data active = inhibition above about 60%; inconclusive = no clear call, values can overlap the other calls;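 note: H4 neuroglioblastoma cells stably carrying SNCA 5'UTR luciferase fusion; 0% = DMSO wells and 100% = positive control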
Platelet DG rel: inhibitors of platelet dense granule secretion, primary screen, cell-based, MLPCN, human platelets. human platelet-rich plasma, SFLLRN dense granule ATP release, luminescence. inhibition, %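 (compounds screened at 7.5 µM in platelet-rich plasma)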. actives 0.22% (n = 300,000). AID 1663, 2009;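 active = mean replicate score, as percent of positive control, at or above 50; inconclusive = mean below 50 but at least one replicate at or above 50; inactive = mean and every replicate below 50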
Numbers without * were called inactive; ? = inconclusive; nt = not tested or not shown.

#1 CCCc1[nH]nc2c1C(c1cc(OC)cc(OC)c1)C(C#N)=C(N)O2 (stereo not drawn)
#2 CC1CCC(NC(=O)CNC(=O)Cc2cccc3ccccc23)CC1 (stereo not drawn)
#3 Cc1cccc(CCN(C(=O)Cc2cccs2)C(C(=O)NC2CCCCC2)c2cccnc2)c1 (stereo not drawn)
#4 Cc1nc2cc(-c3ccc(Cl)cc3)nn2c(NCCN(C)C)c1C
#5 CC(=O)Nc1cccc(NC(=O)CSc2nnc(NC(=O)c3ccco3)s2)c1

compound no.,1,2,3,4,5
IEC-6 cytotox,-3,-2,2,10,-1
HSF1 inh,2,3,4,18,3
HSP90 refold inh,-3,3,25*,0,-5
KLF5 inhibitor,3,-34,-24,-45,-10
GSK3 alpha inh,4,0,3,nt,-1
GSK3beta inhib,-1,nt,-2,-1,2
HSF-1 act,14,0,16,34,-9
Dyrk1A ADPGlo,2,-5,-8,2,0
aSyn UTR inh,14,5,-5,-41,-8
Platelet DG rel,8,3,9,4,9

3 entries from above, arranged by the value under HSF1 inh, smallest number first.
cpd | mol | HSF1 inh | HSP90 refold inh | KLF5 inhibitor | GSK3 alpha inh | GSK3beta inhib | HSF-1 act | Dyrk1A ADPGlo | aSyn UTR inh | Platelet DG rel
1 | CCCc1[nH]nc2c1C(c1cc(OC)cc(OC)c1)C(C#N)=C(N)O2 (stereo not drawn) | 2 | -3 | 3 | 4 | -1 | 14 | 2 | 14 | 8
2 | CC1CCC(NC(=O)CNC(=O)Cc2cccc3ccccc23)CC1 (stereo not drawn) | 3 | 3 | -34 | 0 | nt | 0 | -5 | 5 | 3
4 | Cc1nc2cc(-c3ccc(Cl)cc3)nn2c(NCCN(C)C)c1C | 18 | 0 | -45 | nt | -1 | 34 | 2 | -41 | 4

(more compounds)
#6 CCOc1ccc(Nc2nc(-c3sc(N)nc3C)cs2)cc1
#7 Cc1ccc(NC(=O)CCN2CCC(C(N)=O)CC2)cc1
#8 COc1ccc(C(=O)COC(=O)C(C(C)C)N2C(=O)C3C4C=CC(C4)C3C2=O)cc1 (stereo not drawn)
#9 O=C(Nn1cnnc1)C(Sc1ccccc1)c1ccccc1 (stereo not drawn)
#10 Cc1ccc(C)c(N2CCN(C(=O)c3ccc4nsnc4c3)CC2)c1

compound no.,6,7,8,9,10
IEC-6 cytotox,-8,-6,6,6,11
HSF1 inh,-3,-1,-4,-1,0
HSP90 refold inh,20*,-5,6,3,-4
KLF5 inhibitor,-15,-30,-18,-19,20
GSK3 alpha inh,1,-4,-1,1,1
GSK3beta inhib,1,-2,1,3,-1
HSF-1 act,-8,4,12,10,11
Dyrk1A ADPGlo,-3,2,-4,-10,-5
aSyn UTR inh,-70,1,-22,31,-20
Platelet DG rel,9,-3,-1,4,-50

#11 N#Cc1nc(-c2ccc(F)cc2)oc1NCc1ccccc1
#12 O=C(CN(C(=O)c1ccc(Cl)cc1Cl)N1C(=O)C2C3C=CC(C3)C2C1=O)c1ccc(F)cc1 (stereo not drawn)
#13 Cc1cc(C)nc(NN=C2CCCC2)n1
#14 CC(=O)c1c(C)[nH]c(C(=O)N2CCN(c3cc(Cl)ccc3C)CC2)c1C
#15 CCOC(=O)c1[nH]c(C)c(C)c1C

compound no.,11,12,13,14,15
IEC-6 cytotox,0,4,-1,-1,10
HSF1 inh,14,5,-3,-2,-9
HSP90 refold inh,-2,2,2,-1,5
KLF5 inhibitor,-38,-6,-12,-14,-17
GSK3 alpha inh,4,-2,0,-1,-2
GSK3beta inhib,-6,0,1,2,1
HSF-1 act,30,5,-10,13,-5
Dyrk1A ADPGlo,1,-4,4,0,0
aSyn UTR inh,-24,-9,16,?,27
Platelet DG rel,2,-4,16,0,0

#16 O=C(Nc1cc(-c2nc3ncccc3o2)ccc1Cl)c1ccc([N+](=O)[O-])o1
#17 O=C(c1ccc([N+](=O)[O-])s1)N1CCCc2ccccc21
#18 CC(=O)c1sc2nc(=O)c(C)nn2c1C
#19 O=C(NCCCn1ccnc1)/C(=C\c1ccco1)NC(=O)c1ccco1
#20 CCCNC(=O)c1cccc(COc2ccccc2OC)c1

compound no.,16,17,18,19,20
IEC-6 cytotox,93*,3,-3,-3,-5
HSF1 inh,78,16,1,-8,-21
HSP90 refold inh,4,5,-5,1,13
KLF5 inhibitor,-27,-10,-11,-15,-116
GSK3 alpha inh,-1,1,6,-2,-4
GSK3beta inhib,-6,-3,1,-2,0
HSF-1 act,110*,11,-10,12,-17
Dyrk1A ADPGlo,-5,-2,-10,-1,-3
aSyn UTR inh,-200,-37,5,-3,-107
Platelet DG rel,5,-7,-3,-8,-1

#21 CCn1c(=O)cc(SCC(=O)Nc2cc(OC)c(OC)c(OC)c2)c2ccccc21
#22 NCC(=O)NCC(=O)OCc1ccccc1
#23 Cc1ccc(S(=O)(=O)NCCc2nnc3ccc(NCCCOC(C)C)nn23)cc1
#24 COc1ccc(S(=O)(=O)NC(C)c2ccccc2)cc1C(=O)N1CCCCC1 (stereo not drawn)
#25 COc1ccc(C(=O)O)cc1S(N)(=O)=O

compound no.,21,22,23,24,25
IEC-6 cytotox,-4,2,3,2,-1
HSF1 inh,2,13,-3,1,-3
HSP90 refold inh,-2,5,4,0,-2
KLF5 inhibitor,-19,12,-8,-26,-24
GSK3 alpha inh,1,-2,nt,-3,2
GSK3beta inhib,3,2,1,0,5
HSF-1 act,26,28,13,-6,19
Dyrk1A ADPGlo,5,-1,2,-2,nt
aSyn UTR inh,22,4,13,10,-15
Platelet DG rel,1,1,-3,-7,5

Quoted at random: 3 compounds from above.
#24 COc1ccc(S(=O)(=O)NC(C)c2ccccc2)cc1C(=O)N1CCCCC1 (stereo not drawn)
#21 CCn1c(=O)cc(SCC(=O)Nc2cc(OC)c(OC)c(OC)c2)c2ccccc21
#22 NCC(=O)NCC(=O)OCc1ccccc1

compound no.,24,21,22
IEC-6 cytotox,2,-4,2
HSF1 inh,1,2,13
HSP90 refold inh,0,-2,5
KLF5 inhibitor,-26,-19,12
GSK3 alpha inh,-3,1,-2
GSK3beta inhib,0,3,2
HSF-1 act,-6,26,28
Dyrk1A ADPGlo,-2,5,-1
aSyn UTR inh,10,22,4
Platelet DG rel,-7,1,1

Remaining list, next part
#26 CC(=O)N1CCc2cc(Br)cc(S(=O)(=O)CCC(=O)N3CCN(c4ccccn4)CC3)c21
#27 COc1ccc(CNS(=O)(=O)c2ccc3c(c2)CCN3C(=O)C2CCC2)cc1
#28 FC(F)(F)c1ccc(-c2nnc(-c3ccccn3)c(-c3ccccn3)n2)nc1
#29 COC(=O)c1ccc(S(=O)(=O)NCc2ccc(S(N)(=O)=O)cc2)n1C
#30 CCOc1cc(C(=O)Nc2ccc(C)cc2O)ccc1OCC(=O)N1CCOCC1

compound no.,26,27,28,29,30
IEC-6 cytotox,-7,-3,2,0,nt
HSF1 inh,-5,8,1,-8,7
HSP90 refold inh,-1,-9,7,0,nt
KLF5 inhibitor,-24,-24,-7,-3,nt
GSK3 alpha inh,-1,-1,-1,-2,1
GSK3beta inhib,2,-1,0,0,8
HSF-1 act,-12,-14,-21,-5,11
Dyrk1A ADPGlo,nt,-2,-4,5,12
aSyn UTR inh,21,-10,3,-13,24
Platelet DG rel,12,-5,-2,-3,5

#31 CCC(CC)n1[nH]c(=O)c2c(C)cc(C)nc21
#32 Cc1ccccc1NC(=O)NNC(=O)OC(C)(C)C
#33 COc1ccc(Br)cc1/C=N/n1c(COc2ccccc2)n[nH]c1=S
#34 COc1ccc(/C=C2\SC(=O)N(CCC(=O)N(C)C3CCS(=O)(=O)C3)C2=O)cc1 (stereo not drawn)
#35 NNC(=S)NC1CCS(=O)(=O)C1 (stereo not drawn)

compound no.,31,32,33,34,35
IEC-6 cytotox,1,7,2,-4,-3
HSF1 inh,nt,-1,0,0,0
HSP90 refold inh,-1,1,-1,-1,7
KLF5 inhibitor,8,-3,-28,-72,15
GSK3 alpha inh,-3,-1,-1,0,-1
GSK3beta inhib,nt,0,0,-1,0
HSF-1 act,nt,8,20,10,7
Dyrk1A ADPGlo,-6,-8,10,0,nt
aSyn UTR inh,nt,3,25,-84,-6
Platelet DG rel,nt,41,-4,9,-14

#36 CCNC(=S)NNC(=O)c1cccn(Cc2ccc(Cl)cc2Cl)c1=O
#37 O=C1C2C3C=CC(C4CC34)C2C(=O)N1Cc1ccco1 (stereo not drawn)
#38 CCOC(=O)C1CCCN(CC(O)COc2ccc(OC)cc2C(C)(C)C)C1 (stereo not drawn)
#39 Cc1ccc(NC(=O)c2sc(Cl)nc2C)c(C)c1
#40 N#Cc1ccsc1NC(=O)CN1CCN(c2ccc(O)cc2)CC1

compound no.,36,37,38,39,40
IEC-6 cytotox,-8,-4,-6,-14,2
HSF1 inh,3,-9,4,12,5
HSP90 refold inh,-2,-4,1,-2,-7
KLF5 inhibitor,-18,-26,6,-22,-21
GSK3 alpha inh,0,-1,2,-5,3
GSK3beta inhib,3,-23,2,1,-2
HSF-1 act,7,-2,-2,10,26
Dyrk1A ADPGlo,-5,-1,1,-9,0
aSyn UTR inh,7,-10,14,-14,2
Platelet DG rel,0,12,8,11,0

#41 O=C(NC1CCCCC1)C(c1ccc2ncccc2c1)N(Cc1ccc(F)cc1)C(=O)c1cccs1 (stereo not drawn)
#42 CCOC(=O)c1c(O)c2ccccc2n(-c2ccccc2)c1=O
#43 Nn1c(SCc2ccc(F)cc2)nnc1-c1ccncc1
#44 CN1CCN(CC(=O)N/N=C\c2c[nH]c3ccccc23)CC1
#45 Cc1ccc(/C(=C\CN2CCCC2)c2ccccn2)cc1
#46 COc1cc(OC)c(N(C)S(=O)(=O)c2cccc(C(=O)NC(C)C3CC4CCC3C4)c2)cc1Cl (stereo not drawn)

compound no.,41,42,43,44,45,46
IEC-6 cytotox,-2,-8,-2,2,nt,-3
HSF1 inh,-3,nt,-4,-5,1,6
HSP90 refold inh,3,-2,-1,0,nt,2
KLF5 inhibitor,-9,0,-28,-17,nt,-11
GSK3 alpha inh,-2,-7,-3,2,-3,-3
GSK3beta inhib,2,0,-3,3,1,2
HSF-1 act,20,nt,3,-5,3,9
Dyrk1A ADPGlo,-3,3,nt,nt,5,-2
aSyn UTR inh,-15,nt,-3,-17,-3,4
Platelet DG rel,8,nt,2,17,3,4

The list is partial. The share of hits here may be higher or lower than overall.
